All columns: NCI-60 one-dose screen, growth in % after 48 h at 10 µM unless noted; 100 = growth as untreated, 0 = no growth, -100 = all killed.
SN12C = SN12C renal cancer cells; 81,000 compounds, 3.8% hits
RXF 393 = RXF 393 renal cancer cells. 77,000 compounds, 6.9% hits. AID 1794773
UO-31 = UO-31 renal cancer | AID 1794768 | 81,000 compounds, 5.2% hits
SK-OV-3 = SK-OV-3 ovarian cancer cells. 80,000 compounds, 3.2% hits. AID 1794785
ACHN = ACHN renal cancer; 81,000 compounds, 4.9% hits
TK-10 = TK-10 renal cancer cells; 81,000 compounds, 3.9% hits
786-0 = 786-0 renal cancer cells; 81,000 compounds, 5.1% hits
IGROV1 = IGROV1 ovarian cancer; 79,000 compounds, 4.7% hits
The depositor's hits bear a star; . = not tested or not shown; & = joins results of further samples; [ ] = another dose, or the depositor's remark. The calls were made as follows: active = growth percent below 10; inactive = the rest. No enrichment for hits; overall some 9.6% were active at least once.

SMILES	SN12C	RXF 393	UO-31	SK-OV-3	ACHN	TK-10	786-0	IGROV1
Cc1ccc2[nH]c(=O)c3c(c2c1)OC(N)=C(C#N)C31C(=O)c2cccc3cccc1c23 (centres undefined)	97.8	97.0	77.7	104.9	95.5	122.8	100.1	90.0
CCN(CC)CCCC(C)Nc1ccnc2c(OC)cccc12 (centres undefined)	101.4	135.2	87.4	117.4	122.3	119.7	112.8	109.1
Cc1c(CCO)cc(-c2ccc(Cl)cc2)n1-c1ccccc1	99.3	106.2	79.3	119.9	99.8	123.3	102.0	105.4
O=C(CCCCl)NNc1nccc(Nc2ccc(S(=O)(=O)Nc3ccncc3)cc2)n1	101.9	116.9	92.2	101.4	104.0	85.8	95.2	100.9
C=C1C(=O)O[C@H]2[C@H]1CC/C(COC(=O)n1cc(C)nc1CC)=C\CC[C@@]1(C)O[C@@H]21	98.3	92.0	76.6	72.8	.	96.9	91.1	97.4
CC1(C)CC[C@]23CC[C@]4(C)[C@H](CC[C@@H]5[C@@]6(C)CCC(=O)C(C)(C)[C@@H]6CC[C@]54C)[C@H]2[C@H]1NC3=O	77.8[100 µM]	103.3[100 µM]	103.4[100 µM]	80.5[100 µM]	80.3[100 µM]	106.6[100 µM]	71.3[100 µM]	96.9[100 µM]
Cc1cc(N2CCOCC2)nc(-n2cnc3c(N)nc(N)nc32)n1	92.6	101.6	80.9	107.8	99.9	90.5	89.1	95.2
Cc1ccc(C2=NN(C=O)C(c3cn(Cc4ccc(Cl)cc4)c4ccccc34)C2)cc1 (centres undefined)	88.7	.	73.3	94.8	88.5	97.2	81.6	88.5
CC(C)(C)C(=O)/C=C/c1ccc(Cl)cc1	95.9	.	89.9	124.8	101.7	.	103.4	106.9
O=C1N/C(=N\c2nnc(-c3ccc(O)cc3)s2)S/C1=C\c1ccc(Br)cc1	94.8	98.3	80.0	103.9	106.4	111.7	100.7	96.9
O=C1C(=Nc2cccc(Cl)c2)CC(c2ccc(Cl)cc2)N1c1ccc(Cl)cc1 (centres undefined)	95.3	86.0	.	98.0	97.7	111.8	99.9	.
O=C(O)C1CCN(S(=O)(=O)c2ccc(-c3ccccc3)cc2)CC1	100.6	.	101.0	110.9	109.3	133.1	103.3	.

An excerpt from above in order of length of the SMILES, smallest number first.
SMILES	SN12C	RXF 393	UO-31	SK-OV-3	ACHN	TK-10	786-0	IGROV1
O=C1C(=Nc2cccc(Cl)c2)CC(c2ccc(Cl)cc2)N1c1ccc(Cl)cc1 (centres undefined)	95.3	86.0	.	98.0	97.7	111.8	99.9	.
Cc1ccc(C2=NN(C=O)C(c3cn(Cc4ccc(Cl)cc4)c4ccccc34)C2)cc1 (centres undefined)	88.7	.	73.3	94.8	88.5	97.2	81.6	88.5
CC1(C)CC[C@]23CC[C@]4(C)[C@H](CC[C@@H]5[C@@]6(C)CCC(=O)C(C)(C)[C@@H]6CC[C@]54C)[C@H]2[C@H]1NC3=O	77.8[100 µM]	103.3[100 µM]	103.4[100 µM]	80.5[100 µM]	80.3[100 µM]	106.6[100 µM]	71.3[100 µM]	96.9[100 µM]

(next part)
SMILES	SN12C	RXF 393	UO-31	SK-OV-3	ACHN	TK-10	786-0	IGROV1
O=C1NC(=C(Cl)Cl)/C(=N/S(=O)(=O)N2CCNCC2)N1	94.8	106.6	95.0	.	98.1	97.6	103.9	105.5
CN1C(=O)C(C(=O)/C=C/c2ccc(Cl)cc2)C(=O)N(C)C1=O	96.2	106.4	98.8	106.6	106.1	113.1	108.4	110.4
O=C(CSc1nccc(=O)[nH]1)Nc1ccc(-c2nc3ccc([N+](=O)[O-])cc3[nH]2)cc1	101.6	138.4	98.9	95.8	98.7	165.2	106.3	83.2
CCN(CC)S(=O)(=O)c1ccc(C)cc1	97.0	98.7	88.5	77.2	99.3	101.7	97.1	112.3
CNC(=O)Cn1nnc(CO)c1CCc1ccccc1	107.7	119.8	81.0	96.1	104.7	94.6	101.5	106.6
CC(=O)c1ccc(Nc2nc(NCc3ccccc3)c3ccccc3n2)cc1	94.7	110.3	87.7	94.7	98.4	90.3	105.1	106.2
CC1(C)C(=O)/C(=C\c2ccco2)C[C@]2(C)[C@H]3CC[C@@H]4[C@@H](C(=O)/C=C/c5ccco5)CC[C@@]4(C)[C@]3(C)CC[C@@H]12	87.2	101.2	58.9	109.3	19.3	107.4	118.6	96.2
Cn1cc(-c2nc(-c3c[nH]c4ncccc34)cs2)c2ccccc21	90.0	84.3	62.4	95.5	88.9	56.9	90.5	51.0
CCC(CNc1cc(OC)cc2cccnc12)NC1CCCCC1 (centres undefined)	90.4	89.1	72.8	89.1	93.8	111.2	102.1	127.9
COc1ccc(/C=C2\C(=N)N=C(SCc3nc4ccccc4[nH]3)NC2=O)cc1	102.7	121.9	77.8	115.6	109.4	149.3	113.9	113.8
COc1ccc(-c2nn(-c3cccc(Cl)c3)cc2C2CC(c3ccccc3)=NN2)cc1 (centres undefined)	96.7	96.5	86.2	93.7	103.1	112.8	116.5	102.1
O=c1n(CCn2cnn(-c3ccccc3)c2=O)cnn1-c1ccccc1	98.8	87.8	81.8	93.8	100.5	101.3	101.5	97.6

Compound profiles, as listed above.
O=C1N/C(=N\c2nnc(-c3ccc(O)cc3)s2)S/C1=C\c1ccc(Br)cc1 reads SN12C: 94.8; RXF 393: 98.3; UO-31: 80.0; SK-OV-3: 103.9; ACHN: 106.4; TK-10: 111.7; 786-0: 100.7; IGROV1: 96.9
O=C(O)C1CCN(S(=O)(=O)c2ccc(-c3ccccc3)cc2)CC1 reads SN12C: 100.6; RXF 393: .; UO-31: 101.0; SK-OV-3: 110.9; ACHN: 109.3; TK-10: 133.1; 786-0: 103.3; IGROV1: .
Cn1cc(-c2nc(-c3c[nH]c4ncccc34)cs2)c2ccccc21 reads SN12C: 90.0; RXF 393: 84.3; UO-31: 62.4; SK-OV-3: 95.5; ACHN: 88.9; TK-10: 56.9; 786-0: 90.5; IGROV1: 51.0

(next part)
SMILES	SN12C	RXF 393	UO-31	SK-OV-3	ACHN	TK-10	786-0	IGROV1
Cc1cc(C)cc(OCCCN(C)C(=O)c2ccc(C#CC(C)(C)O)o2)c1	96.8	84.0	87.8	106.3	95.8	104.1	98.5	99.9
COC(=O)CNC(=O)[C@]12CCC(C)(C)C[C@H]1C1=CC[C@@H]3[C@@]4(C)Cc5c([nH]c6ccccc56)C(C)(C)[C@@H]4CC[C@@]3(C)[C@]1(C)CC2	89.8	94.2	65.3	82.6	49.1	90.3	91.6	104.0
COc1ccccc1C(=O)Nc1cccc(NC(=O)c2ccoc2C)c1	43.3	50.1	49.6	66.1	52.1	44.7	32.9	41.6
O=C1CCN2C(=O)Nc3ccccc3C2C1 (centres undefined)	94.2	112.1	94.1	100.9	106.0	104.5	99.3	101.5
CCC(=O)CC1(C(=O)OC)NC(=S)NC(=O)C1C#N (centres undefined)	90.1	111.1	87.3	104.1	111.5	108.6	101.9	106.7
NC(=NCCCC(NC(=O)OCc1ccccc1)C(=O)NC(Cc1ccccc1)C(=O)OCc1ccccc1)NC(=O)OCc1ccccc1 (centres undefined)	95.3	103.8	82.0	113.6	95.4	107.8	100.1	109.9
CSc1nc(NC=O)cc(=O)[nH]1	101.0	104.7	82.6	99.8	94.9	171.8	105.2	101.3
CCCCOc1ccc([N+](=O)[O-])cn1	99.4	104.6	89.4	110.0	107.6	108.9	103.5	103.8
CCOC(=O)C1=C(C)NC(SCc2nnc(-c3ccc(Cl)cc3)o2)=NC1c1ccc(OC)cc1 (centres undefined)	96.5	96.8	79.7	100.6	95.1	90.8	81.2	82.2
CCCCC(=O)OCc1cc(=O)c(O)co1	96.7	116.5	83.4	103.1	96.5	96.4	98.1	103.5
CC(=O)Nc1ccc(/C=C/c2cc[n+](C)cc2)cc1	85.0	109.8	71.3	100.6	111.3	102.2	96.6	104.6
Cn1cnc([N+](=O)[O-])c1N=C(N)N	105.6	79.8	97.0	105.6	107.2	111.2	53.8	118.1
COc1ccc(C(=O)CSc2nccc(Nc3cccc(C(C)=O)c3)n2)cc1	77.9	86.3	44.7	95.0	87.5	104.8	98.2	82.0
C/C(=N\O)C(=O)Nc1ccccc1	96.4	111.5	88.4	101.4	99.9	93.1	93.8	102.1
N#Cc1c2c(c(N)[nH]c1=O)C(=O)NC2(O)c1ccccc1 (centres undefined)	112.8	102.7	89.1	102.9	.	93.0	104.5	109.1
CC(C)CCC(=O)[C@@H](C)[C@H]1[C@@H](OC2OCC(O)C(O)C2NS(C)(=O)=O)C[C@H]2[C@@H]3CC=C4C[C@@H](O)CC[C@]4(C)[C@H]3CC[C@]12C (some centres undefined)	75.2	-65.1*	-16.1*	0.6*	42.1	26.1	-32.0*	61.2
COc1ccc(-n2c(SCc3cn(-c4ccc(Cl)cc4)nn3)nc3ccccc3c2=O)cc1	93.3	105.5	70.6	83.4	96.1	116.8	107.8	90.5
O=c1c(O)c(N[C@H]2C=C[C@@H](CO)C2)c1=O	120.2	166.0	102.5	109.2	108.0	131.6	101.7	110.5
Cc1nc2ccc([N+](=O)[O-])cc2[nH]1	116.6	115.6	85.3	97.2	107.9	89.5	102.9	100.5
CCc1nc(N)nc(N)c1-c1ccc(Cl)cc1	64.7	71.6	.	84.0	40.9	103.7	35.9	.
COC1=CC(=O)OC(c2ccc(OC)cc2)C1 (centres undefined)	99.3	113.1	.	117.3	103.0	104.0	109.3	.
CCOC(=O)c1nnn(Cc2cc(=O)oc3ccc(Cl)cc23)c1C	97.6	108.1	76.0	94.7	98.9	109.6	102.1	103.2
Cc1cc(C)nc(NS(=O)(=O)c2ccc(Nc3nc4nc(=S)[nH]c(-c5ccc(O)cc5)c4c(=O)[nH]3)cc2)n1	91.0	75.9	94.3	99.8	104.6	104.4	93.4	.
COc1ccc(N=C2NN=C(c3c[nH]c4ccccc34)CS2)cc1OC	70.7	68.6	35.9	67.7	62.8	96.0	54.8	-32.4*

A few values from the entries so far:
`CC1(C)C(=O)/C(=C\c2ccco2)C[C@]2(C)[C@H]3CC[C@@H]4[C@@H](C(=O)/C=C/c5ccco5)CC[C@@]4(C)[C@]3(C)CC[C@@H]12` in UO-31 is entered as 58.9
`COc1ccc(N=C2NN=C(c3c[nH]c4ccccc34)CS2)cc1OC` in ACHN is entered as 62.8

Further structures follow:
SMILES	SN12C	RXF 393	UO-31	SK-OV-3	ACHN	TK-10	786-0	IGROV1
N#CC1=C(/N=C/c2ccccc2)Oc2c(ccc3ccccc23)C1c1ccccc1[N+](=O)[O-] (centres undefined)	95.7	101.2	64.4	87.2	86.9	170.3	99.8	56.0
CC(C)OC(=O)c1ccc([N+](=O)[O-])cc1	97.7	115.9	104.0	106.5	114.3	113.1	109.3	119.2
CC(C)c1ccc(/C=N\NC(=O)N/N=C/c2ccc(C(C)C)cc2)cc1	96.1	111.9	81.2	100.8	105.0	124.3	111.7	100.5
C=CCOC(=O)[C@@H]1CCCN1C(=O)CNC(=O)OC(C)(C)C	105.8	123.4	85.3	101.3	107.8	97.9	101.3	108.5
O=C1NC(=O)C(=Nc2c(O)[nH]c(=O)[nH]c2=O)C(=O)N1	106.1	137.3	94.6	108.7	100.6	86.2	105.0	118.6
O=C(CC(=O)c1ccccc1)Nc1ccc([N+](=O)[O-])cc1	95.9	117.7	84.0	102.7	93.6	102.0	97.4	94.1
CC12CCC3C4(C)COC(c5cccc(Cl)c5)OC4CCC3(C)C1CC(C1=CCOC1=O)O2 (centres undefined)	69.7	81.9	59.4	91.1	61.4	94.2	70.9	83.8
COc1cc2oc(-c3cccc(NC(=O)[C@H](CC(N)=O)NC(=O)OC(C)(C)C)c3)cc(=O)c2c(OC)c1OC	96.9	69.4	80.1	140.4	80.7	118.3	88.2	96.9
Nc1cc(-c2ccc(Cl)cc2)nn1-c1nc(-c2ccccc2)cs1	92.2	98.3	77.9	87.6	100.2	100.5	101.8	100.4
CCCCCN(CCCCC)CCCCCCCCN1CCCc2ccccc21	89.7	114.9	62.0	106.5	91.1	89.0	96.6	76.4
NNC(=O)CNC(=O)c1ccccc1I	98.1	106.6	98.3	106.5	102.6	95.2	97.2	100.3
Cc1sc2c(c1C)c(=O)nc1c(C#N)n[nH]n12	104.6	105.8	85.9	84.6	101.1	99.9	99.0	105.8
CCCCc1nc(Cl)c(C2CC(c3ccc(Cl)cc3)=NN2C=O)[nH]1 (centres undefined)	96.6	91.1	91.0	103.9	101.0	98.1	97.4	82.5
O=[N+]([O-])c1ccc(/C=C/c2ccc([N+](=O)[O-])cc2S(=O)(=O)O)c(S(=O)(=O)O)c1	95.1&98.6	94.6&103.8	79.1&95.8	96.2&98.6	101.6&97.7	108.1&104.1	101.5&103.4	94.5&116.0
O=C(N=Nc1c(Cl)c(O)c2ccccc2c1O)c1ccncc1	93.1	98.3	.	105.5	79.4	121.5	106.3	.
Nc1nc2ccccc2nc1N	93.8&104.5	120.6&103.2	73.4&107.6	92.8&102.2	97.5&102.4	99.6&119.5	98.8&97.8	94.2&117.1
COc1ccc(S(=O)(=O)N2CCN(S(=O)(=O)c3oc(-c4ccc(C)cc4)nc3C#N)CC2)cc1	101.1	113.4	99.0	112.4	99.6	124.3	108.4	109.0
CCOC(=O)C1=C(C)N=C2Sc3cc(O)ccc3N2[C@H]1c1ccccn1	97.2	.	71.5	92.2	63.3	101.4	96.6	97.7
O=c1cc(OCCCCSC(=S)N2CCOCC2)c2ccccc2o1	101.6	110.7	82.4	101.9	100.2	90.9	101.0	111.2
COc1ccc(-c2nc3ccccn3c2-c2nnc(-c3ccc(OC)c(OC)c3)o2)cc1	92.4	94.2	77.7	96.3	89.8	112.0	109.2	107.8
O=C(CCCCC(=O)OC(CCC1CCCO1)CCC1CCCO1)OC(CCC1CCCO1)CCC1CCCO1 (centres undefined)	98.0	107.5	94.7	98.5	104.6	94.0	109.4	102.6
CC1=NN(c2cccc(Cl)c2)C(=O)/C1=C\c1cn(Cc2ccccc2)c2ccccc12	101.8	92.7	71.9	71.0	84.1	154.6	100.8	85.8
COc1ccc(/C=C/C(=O)c2ccc(NC(=O)CSc3nnc(-c4ccccc4)o3)cc2)cc1	103.6	114.3	82.9	114.3	.	97.3	90.3	92.3

High-throughput results from PubChem.
